Assay outcomes: PubChem BioAssay, Broad Institute
C diff growth: C. difficile growth inhibition; Clostridium difficile clinical isolate growth, OD600, 24 h; stronger effect = lower value; growth activity, negative = inhibition, % at 16 µg/mL (by protocol); actives 0.25% (n = 86,000); AID 1259249;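 active = mean growth activity at or below -80% and every replicate also at or below -80%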;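 note: 0% = DMSO wells and -100% = levofloxacin 16 µg/mL wells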
T cruzi growth: blocks T. cruzi growth in NIH3T3 culture. T. cruzi beta-gal in NIH3T3, GalScreen luminescence, 90 h. AID 624255. inhibition, % at 8.34 µM. actives 5.9% (n = 77,000);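 active = mean inhibition above about 93%, with at least 55% of replicates each passing it, limit read from the data, passing the limit was not always enough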
Pf Dd2 inh: inhibitors of Plasmodium falciparum Dd2 growth; P. falciparum Dd2 growth, SYBR Green, 72 h; stronger effect = lower value; activity change, % at 10 µM; actives 2.3% (n = 94,000); AID 1159554; in the data active = activity change below about -80%
GASC1 inh: KDM4C (human) demethylase inhibition. Q9H3R0. GST-KDM4C 2-372, H3K9me3 peptide, LANCE TR-FRET. inhibition, % at 12.5 µM. actives 0.15% (n = 96,000). AID 720574;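 active = mean replicate inhibition above about 25%, with at least 55% of replicates also reaching it, limit read from the data, passing the limit was not always enough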
Target sequence (Q9H3R0 2-372 limits assumed): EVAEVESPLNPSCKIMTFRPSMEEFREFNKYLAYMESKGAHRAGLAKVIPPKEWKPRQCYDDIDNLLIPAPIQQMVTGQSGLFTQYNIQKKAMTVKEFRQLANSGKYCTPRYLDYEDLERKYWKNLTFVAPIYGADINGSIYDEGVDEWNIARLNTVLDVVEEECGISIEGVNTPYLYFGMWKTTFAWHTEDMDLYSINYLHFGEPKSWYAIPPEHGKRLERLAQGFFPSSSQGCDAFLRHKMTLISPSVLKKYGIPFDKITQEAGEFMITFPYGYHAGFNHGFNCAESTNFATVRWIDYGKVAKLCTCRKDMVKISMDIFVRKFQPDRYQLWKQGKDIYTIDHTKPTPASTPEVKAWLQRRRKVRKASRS
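material = GST-tagged GASC-1 (JMJD2C) catalytic fragment, aa 2-372 | amount = enzyme final amount 10 nM | medium = HEPES buffer, pH 7.5, plus ascorbate | also added = H3K9me3 peptide substrate, Fe(II), 2-oxoglutarate | dosing = single dose | times = 30 min demethylation and 1 h detection at room temperature | detection = LANCE TR-FRET | read-out basis = Fall in 671/618 emission ratio as inhibition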
An asterisk follows results filed as active; x = no result given; & = joins results of further samples.

Below each compound: C diff growth, T cruzi growth, Pf Dd2 inh, GASC1 inh
CO[C@H]1CN(C)C(=O)c2cc(NC(=O)C3CCOCC3)ccc2OC[C@@H](C)N(Cc2cccnc2)C[C@@H]1C
    x, 23, 19, -1.6
COCc1cn(CC[C@H]2CC[C@@H](NC(=O)CCN3CCCCC3)[C@@H](CO)O2)nn1
    -2, -28, 26, 0.3
C[C@H](CO)N1C[C@H](C)[C@@H](CN(C)C(=O)Nc2ccccc2)OCCCC[C@H](C)Oc2ccc(NC(=O)c3ccncc3)cc2C1=O
    -2, 2, -26, -3.4
Cc1ccccc1-c1ccc([C@H]2[C@H](CO)N3CCCCN(S(=O)(=O)Cc4ccccc4)C[C@@H]23)cc1
    67, 87, -7, 0.3
COc1ccc(NC(=O)N(C)C[C@@H]2OCCCC[C@@H](C)Oc3ccc(NC(=O)Nc4ccccc4)cc3C(=O)N([C@@H](C)CO)C[C@@H]2C)cc1
    10, 21, -55, -0.1
C[C@H](NC(=O)C[C@@H]1C[C@H]2c3cc(NC(=O)C4CCOCC4)ccc3O[C@H]2[C@H](CO)O1)c1ccccc1
    x, -14, 2, -1.0
COc1ccc2c3c([nH]c2c1)[C@H](CO)N(Cc1ccccc1Cl)CC31CCN(C(C)=O)CC1
    8, x, -89*, -2.3
C[C@@H]1CCCCO[C@@H](CN(C)Cc2ccc(Cl)c(Cl)c2)[C@H](C)CN([C@H](C)CO)C(=O)c2cc(NS(=O)(=O)c3ccc(Cl)cc3)ccc2O1
    27, 83, -60, -0.9
C[C@@H]1CN([C@H](C)CO)C(=O)c2cccc(NC(=O)NC3CCCCC3)c2O[C@H]1CN(C)Cc1ccc(-c2ccccc2)cc1
    10, 81, -2, -0.1
C[C@H]1CN([C@@H](C)CO)C(=O)c2cc(NC(=O)Nc3cccc4ccccc34)ccc2O[C@H]1CN(C)S(=O)(=O)c1ccc(F)cc1
    1, 76, -13, -2.9
COc1ccc(NC(=O)N(C)C[C@H]2Oc3c(NS(=O)(=O)c4cccs4)cccc3C(=O)N([C@H](C)CO)C[C@@H]2C)cc1
    1, -91, 24, 0.4
O=C(C[C@@H]1C[C@@H]2c3cc(NC(=O)NC4CCCC4)ccc3O[C@@H]2[C@H](CO)O1)NCc1ccncc1
    7, 35, 26, -1.3
O=C(NC1CCCC1)N1CC2(C1)[C@@H](c1ccccc1)[C@@H](CO)N2CC1CC1
    4, x, 34, -0.8
C[C@@H]1CCCCO[C@@H](CN(C)Cc2ccc(C(F)(F)F)cc2)[C@H](C)CN([C@H](C)CO)C(=O)c2cc(NC(=O)CCC(F)(F)F)ccc2O1
    8, 91, -44, 2.2
C[C@H](CO)N1C[C@H](C)[C@H](CN(C)S(=O)(=O)c2cccs2)Oc2ccc(NS(=O)(=O)c3cccs3)cc2C1=O
    x, 15, 17, -1.8
C[C@@H]1CN([C@@H](C)CO)C(=O)c2cccc(NC(=O)Nc3ccc4c(c3)OCO4)c2O[C@H]1CN(C)S(=O)(=O)c1cn(C)cn1
    -1, -163, -23, 12
CCC(=O)N1C[C@H](C)[C@H](OC)CN(C)C(=O)c2ccc(NC(=O)C3CCOCC3)cc2OC[C@H]1C
    1, 14, 19, 0.8
C[C@@H]1CN([C@@H](C)CO)C(=O)c2cccc(NC(=O)NC3CCCCC3)c2O[C@H]1CN(C)S(C)(=O)=O
    1, x, 0, 11
COc1ccc(S(=O)(=O)N(C)C[C@H]2OCCCC[C@H](C)Oc3ccc(NC(=O)NC4CCCCC4)cc3C(=O)N([C@@H](C)CO)C[C@@H]2C)cc1
    -4, 92, -75, -0.8
COc1ccc(NC(=O)Nc2ccc3c(c2)C(=O)N([C@H](C)CO)C[C@H](C)[C@H](CN(C)C(=O)Cc2ccccc2)OCCCC[C@H](C)O3)cc1
    10, 30, -17, -1.3
CNC[C@H]1Oc2c(NS(=O)(=O)c3cn(C)cn3)cccc2C(=O)N([C@@H](C)CO)C[C@@H]1C
    -6, 3, -1, -0.3
C[C@@H]1CN([C@H](C)CO)C(=O)c2cc(-c3cccc(F)c3)cnc2O[C@H]1CN(C)Cc1cccnc1
    -2, -10, 20, -0.4
CCCNC(=O)N(C)C[C@H]1Oc2cc(C#CC(C)(C)O)ccc2S(=O)(=O)N([C@H](C)CO)C[C@H]1C
    1, 33, 36, 0.6
COCC(=O)NC[C@@H]1N[C@@H](CO)[C@H]1c1ccc(C2=CCCCC2)cc1
    -5, -4, -10, 1.0
N#C[C@@H]1[C@H](c2ccc(C#Cc3cccc(F)c3)cc2)[C@@H](CO)N1C(=O)C1CCCC1
    -9, 97*, -35, 0.4
CC(C)NC(=O)Nc1ccc2c(c1)C(=O)N([C@H](C)CO)C[C@@H](C)[C@@H](CN(C)S(=O)(=O)c1ccc(F)cc1)O2
    1, 22, 14, 1.3
CC(C)CC#Cc1ccc2c(c1)O[C@H](CN(C)S(=O)(=O)c1ccc(F)cc1)[C@H](C)CN([C@@H](C)CO)S2(=O)=O
    9, x, -77, -1.1
C[C@@H]1CN([C@H](C)CO)C(=O)c2cccc(NC(=O)Nc3ccccc3)c2O[C@@H]1CN(C)S(=O)(=O)c1ccc(F)cc1
    -3, 10, -26, -1.0
C[C@@H]1CN([C@@H](C)CO)C(=O)c2cccc(NS(=O)(=O)c3cn(C)cn3)c2O[C@H]1CN(C)Cc1ccc2c(c1)OCO2
    0, -122, 49, 0.7
COCC(=O)N1C[C@H](C)[C@H](OC)CN(C)C(=O)c2cc(NC(=O)c3ccc(F)cc3)ccc2OC[C@H]1C
    -4, -20, 16, -0.2

Reformatted in markdown: part of the list above
| canonical_smiles | C diff growth | T cruzi growth | Pf Dd2 inh | GASC1 inh |
| --- | --- | --- | --- | --- |
| CO[C@H]1CN(C)C(=O)c2cc(NC(=O)C3CCOCC3)ccc2OC[C@@H](C)N(Cc2cccnc2)C[C@@H]1C | x | 23 | 19 | -1.6 |
| C[C@@H]1CN([C@H](C)CO)C(=O)c2cccc(NC(=O)Nc3ccccc3)c2O[C@@H]1CN(C)S(=O)(=O)c1ccc(F)cc1 | -3 | 10 | -26 | -1.0 |
| C[C@H](NC(=O)C[C@@H]1C[C@H]2c3cc(NC(=O)C4CCOCC4)ccc3O[C@H]2[C@H](CO)O1)c1ccccc1 | x | -14 | 2 | -1.0 |

Some entries already given, reduced to T cruzi growth and C diff growth.
| Structure | T cruzi growth | C diff growth |
| --- | --- | --- |
| COc1ccc(NC(=O)N(C)C[C@H]2Oc3c(NS(=O)(=O)c4cccs4)cccc3C(=O)N([C@H](C)CO)C[C@@H]2C)cc1 | -91 | 1 |
| COc1ccc(S(=O)(=O)N(C)C[C@H]2OCCCC[C@H](C)Oc3ccc(NC(=O)NC4CCCCC4)cc3C(=O)N([C@@H](C)CO)C[C@@H]2C)cc1 | 92 | -4 |

The results go on:
Below each compound: C diff growth, T cruzi growth, Pf Dd2 inh, GASC1 inh
Cc1noc(C)c1NC(=O)Nc1ccc2c(c1)C(=O)N([C@@H](C)CO)C[C@@H](C)[C@H](CN(C)S(=O)(=O)c1ccccc1)O2
    x, -43, -5, -0.9
CO[C@@H]1CN(C)C(=O)c2cc(NC(=O)Nc3ccccc3F)ccc2OC[C@@H](C)N(Cc2ccccc2C(=O)O)C[C@H]1C
    x, x, 40, -0.4
O=C1CNC[C@@H]2[C@@H](c3ccc(C#CC4CCCC4)cc3)[C@H](CO)N12
    1, x, -8, 0.3
C/C=C/c1ccc([C@@H]2[C@@H](CO)N(C(C)=O)[C@@H]2CN(C)C(=O)CN(C)C)cc1
    -8, 14, 7, 2.9
CNC[C@H]1Oc2ccc(NC(=O)c3ccncc3)cc2CC(=O)N([C@@H](C)CO)C[C@@H]1C
    0, 5, 27, -0.2
COc1ccc2c3c([nH]c2c1)[C@H](CO)N(C(=O)c1ccc(F)cc1)CC31CCN(Cc2cccnc2)CC1
    -2, x, -74, x
CNC[C@@H]1OCCCC[C@H](C)Oc2ccc(NC(=O)c3ccccc3)cc2C(=O)N([C@H](C)CO)C[C@@H]1C
    -1, 40, -4, -1.0
COc1ccc(CNC(=O)C[C@@H]2C=C[C@H](NS(=O)(=O)c3cccc(OC)c3)[C@@H](CO)O2)cc1
    0, x, x, -0.4
CCCNC(=O)C[C@H]1CC[C@@H]2[C@H](COC[C@H](O)CN2C(=O)Nc2cccc(Cl)c2)O1
    50&-10, x, 15, 2.4
O=C(C[C@H]1CC[C@@H]2[C@H](COC[C@@H](O)CN2C(=O)c2ccncc2)O1)Nc1ccc(-c2ccccc2)cc1
    5, 29, 2, -2.7
C[C@@H]1CN([C@@H](C)CO)C(=O)c2cccc(NS(C)(=O)=O)c2O[C@@H]1CN(C)S(=O)(=O)c1ccc(F)cc1
    x, -77, -10, -1.1
COCC#Cc1cnc2c(c1)C(=O)N([C@@H](C)CO)C[C@H](C)[C@@H](CN(C)C(=O)c1cccc(F)c1)O2
    -5, 58, 5, -2.5
CC(C)C#Cc1ccc2c(c1)O[C@@H](CN(C)C(=O)C1CCCCC1)[C@H](C)CN([C@@H](C)CO)S2(=O)=O
    12, 52, -82*, 1.4
CCCNC(=O)N1C[C@H](O)COC[C@H]2O[C@H](CC(=O)N3CCC(Cc4ccccc4)CC3)CC[C@@H]21
    3&1, 11, 15, -2.6
C[C@@H]1CN([C@@H](C)CO)C(=O)c2cc(C3=CCCC3)cnc2O[C@H]1CN(C)C(=O)Nc1ccc(F)cc1
    -6, 47, 13, 3.8
CC(C)CC#Cc1ccc2c(c1)O[C@@H](CN(C)Cc1cccnc1)[C@@H](C)CN([C@@H](C)CO)S2(=O)=O
    25, 108*, x, -0.7
C[C@H]1CN([C@@H](C)CO)C(=O)c2cc(NC(=O)Nc3ccc4c(c3)OCO4)ccc2O[C@@H]1CN(C)Cc1ccc(-c2ccccc2)cc1
    7, 31, -19, -0.2
COCC#Cc1ccc2c(c1)O[C@@H](CN(C)Cc1cccnc1)[C@H](C)CN([C@H](C)CO)S2(=O)=O
    -2, 52, -26, -1.5
O=C1CN(S(=O)(=O)c2ccccc2)C[C@@H]2[C@H](c3ccc(C4=CCCC4)cc3)[C@@H](CO)N12
    9, x, -3, 1.7
COc1ccc2c3c(n(C)c2c1)[C@H](CO)N(C(=O)Nc1ccccc1F)CC31CCN(C(=O)c2ccccc2)CC1
    1, x, -76, -0.9
CNC[C@@H]1Oc2ccc(NC(=O)CCCN(C)C)cc2C(=O)N([C@@H](C)CO)C[C@@H]1C
    -5, 6, 23, 0.6
C[C@@H]1CN([C@H](C)CO)C(=O)Cc2cc(NS(=O)(=O)c3ccc(F)cc3)ccc2O[C@@H]1CN(C)CC1CC1
    -7, x, -20, 0.4
O=C(C[C@@H]1CC[C@H]2[C@@H](COC[C@@H](O)CN2Cc2cccc(C(F)(F)F)c2)O1)NCCc1ccccc1
    x, 56, 1, 1.3
C[C@@H]1CN([C@@H](C)CO)C(=O)Cc2cc(NC(=O)Nc3ccccc3)ccc2O[C@H]1CN(C)C(=O)Nc1cccc2ccccc12
    -1, -11, -32, 2.7
CC(=O)N1CCCCN2[C@@H](CO)[C@@H](c3ccc(-c4ccccc4)cc3)[C@@H]2C1
    -14, 85, -6, 1.1
CN1CCN(C(=O)C[C@H]2C=C[C@@H](NS(=O)(=O)c3cccc(F)c3)[C@@H](CO)O2)CC1
    x, 33, -5, 0.0
C[C@@H]1CN([C@H](C)CO)C(=O)c2cccc(N(C)C)c2O[C@@H]1CN(C)Cc1ccc(-c2ccccc2)cc1
    2, -72, -22, -0.5
COc1ccc(CN(C)C[C@@H]2OCCCC[C@H](C)Oc3ccc(NC(=O)Nc4ccc(OC)cc4)cc3C(=O)N([C@H](C)CO)C[C@H]2C)cc1
    x, 67, -50, x
CN1C(=O)c2cc(NC(=O)C3CCCC3)ccc2OC[C@@H]2O[C@H](CC(=O)NCC3CC3)CC[C@@H]21
    3, 43, -20, 3.3
O=C(C[C@H]1CC[C@H](NC(=O)Nc2cccc(F)c2)[C@@H](CO)O1)NCC1CC1
    x, 24, 16, -1.1

Additional results follow:
Below each compound: C diff growth, T cruzi growth, Pf Dd2 inh, GASC1 inh
C[C@@H]1CCCCO[C@@H](CN(C)S(=O)(=O)c2ccc(F)cc2)[C@H](C)CN([C@H](C)CO)C(=O)c2cc(NS(=O)(=O)c3ccccc3)ccc2O1
    17, 48, -55, 0.6
Cc1ccc(S(=O)(=O)N(C)C[C@@H]2Oc3cc(C#Cc4ccccc4)ccc3S(=O)(=O)N([C@@H](C)CO)C[C@@H]2C)cc1
    4, x, -39, -0.7
C[C@@H]1CN([C@H](C)CO)C(=O)c2cc(NC(=O)C3CCCCC3)ccc2O[C@@H]1CN(C)CC1CC1
    -2, -55, 2, 3.7
CC(C)NC(=O)N(C)C[C@@H]1Oc2ccc(NC(=O)C3CC3)cc2C(=O)N([C@@H](C)CO)C[C@@H]1C
    x, 0, 6, 5.5
CO[C@H](CN(C)C(=O)c1cnccn1)[C@@H](C)CN([C@@H](C)CO)S(=O)(=O)c1ccccc1
    x, -34, 21, -0.1
CCNC(=O)C[C@@H]1CC[C@H]2[C@H](COc3ccc(NC(=O)Nc4cccc(C)c4)cc3C(=O)N2C)O1
    4, 13, -1, -0.5
C[C@@H]1CN([C@H](C)CO)C(=O)Cc2cc(NC(=O)CCCCCC(=O)Nc3ccccc3N)ccc2O[C@@H]1CN(C)Cc1ccc(Cl)c(Cl)c1
    1, 88, -45, 12
